Screening results (PubChem)
A3A deaminase = human APOBEC3A DNA deaminase inhibition; P31941; recombinant A3A, FAM/TAMRA ssDNA deamination fluorescence; inhibition, % at 20 µM; 330,000 tested, 0.41% active; AID 493011;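 active = at least 40% inhibition at 20 µM here, with at most 30% in a related deaminase screen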;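 also: plate controls were A3A with DMSO for no effect and wells lacking A3A enzyme for full effect; some results filed as inactive read as strong as hits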
Target sequence (P31941 whole entry, looked up): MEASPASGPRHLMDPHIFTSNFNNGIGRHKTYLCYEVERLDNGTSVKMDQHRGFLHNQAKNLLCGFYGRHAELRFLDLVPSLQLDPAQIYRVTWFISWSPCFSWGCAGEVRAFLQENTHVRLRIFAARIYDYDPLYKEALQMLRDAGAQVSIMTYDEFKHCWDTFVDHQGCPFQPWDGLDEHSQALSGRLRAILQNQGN
GRIN3A LBD mod = NR3A (human) ligand-binding domain modulation; NR3A LBD differential scanning fluorimetry, Tm shift; 0% = protein alone, 100% = glycine-bound protein; Tm shift relative to glycine control, % at 25 µM; 340,000 tested, 2.5% active;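 active = melting temperature shift of at least 10% of the positive control shift, at one fixed dose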
hIAP activ = human IAP activation. purified human IAP, CDP-Star luminescence, 30 min; hits give high values; 1 = vehicle-only enzyme, 0 = enzyme-free background. activation factor at 10 µM. 330,000 tested, 0.16% active. AID 2524;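 active = activation factor of the enzyme at least 2-fold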; also: the source names both 10 and 20 µM as test concentration; values of inactives mirror those of a sister screen read the other way
Target sequence (P09923 whole entry, looked up): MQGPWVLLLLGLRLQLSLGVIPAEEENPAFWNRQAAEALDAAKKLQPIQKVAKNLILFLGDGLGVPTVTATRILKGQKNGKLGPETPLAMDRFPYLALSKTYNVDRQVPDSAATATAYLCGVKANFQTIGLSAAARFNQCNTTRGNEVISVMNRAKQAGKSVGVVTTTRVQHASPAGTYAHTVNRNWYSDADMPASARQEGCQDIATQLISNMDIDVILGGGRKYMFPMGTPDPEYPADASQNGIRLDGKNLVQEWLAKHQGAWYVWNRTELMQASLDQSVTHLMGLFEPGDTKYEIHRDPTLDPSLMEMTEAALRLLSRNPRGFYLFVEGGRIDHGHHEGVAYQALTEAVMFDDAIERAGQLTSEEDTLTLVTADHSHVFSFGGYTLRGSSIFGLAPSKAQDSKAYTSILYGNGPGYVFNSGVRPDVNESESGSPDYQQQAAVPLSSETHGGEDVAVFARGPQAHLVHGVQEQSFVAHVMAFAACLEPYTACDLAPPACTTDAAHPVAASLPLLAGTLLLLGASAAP
mIAP act = mouse IAP activation; muIAP, CDP-Star luminescence, 30 min; hits give high values; 1 = vehicle-only enzyme signal, 0 = enzyme-free wells; AID 2805; 330,000 tested, 0.24% active; activation factor at 10 µM;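 active = activation factor of at least 2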; also: the source names both 10 and 20 µM as test concentration; values of inactives mirror those of a sister screen read the other way
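Assay system: mouse IAP enzyme; reagent: chemiluminescent substrate CDP-Star; dosing: test compounds delivered from DMSO solution; schedule: 30 min at room temperature; measured by: luminescence from enzymatic CDP-Star hydrolysis; controls: DMSO-only wells and no-enzyme negative control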
beta cell repl = MIN6 beta-cell proliferation induction | AID 2380 | 330,000 tested, 0.29% active | MIN6 cells proliferation, ATPlite luminescence, 48 h; cells starved in 0.2% serum; 100% = growth in 10% serum | proliferation, % at 10 µM;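 active = compounds whose signal lies at least 3.5 SD above the mean of all wells on their plate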;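 also: 0% = DMSO-treated cells in low-serum medium and 100% = 10% serum control; some compounds called inactive have numbers as strong as hits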
mIAP inh = blocks mouse intestinal alkaline phosphatase. purified mouse IAP, CDP-Star luminescence, 30 min. inhibition, % at 10 µM. 330,000 tested, 0.2% active. AID 2806;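 active = inhibition of at least 40% at 10 µM in the primary screen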;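 also: plate controls were DMSO with enzyme for no effect and no enzyme wells for full effect; values of inactives mirror those of a sister screen read the other way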
A3G deaminase = inhibitors of human APOBEC3G DNA deaminase. recombinant A3G, ssDNA deamination FAM/TAMRA fluorescence. Q9HC16. 330,000 tested, 0.28% active. inhibition, % at 20 µM;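 active = inhibition of at least 40% at 20 µM, with no more than 30% in the related APOBEC3A deaminase screen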;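 also: plate controls were DMSO wells with A3G for no effect and wells lacking A3G enzyme for full effect; some compounds called inactive have numbers as strong as hits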
Target sequence (Q9HC16 whole entry, looked up): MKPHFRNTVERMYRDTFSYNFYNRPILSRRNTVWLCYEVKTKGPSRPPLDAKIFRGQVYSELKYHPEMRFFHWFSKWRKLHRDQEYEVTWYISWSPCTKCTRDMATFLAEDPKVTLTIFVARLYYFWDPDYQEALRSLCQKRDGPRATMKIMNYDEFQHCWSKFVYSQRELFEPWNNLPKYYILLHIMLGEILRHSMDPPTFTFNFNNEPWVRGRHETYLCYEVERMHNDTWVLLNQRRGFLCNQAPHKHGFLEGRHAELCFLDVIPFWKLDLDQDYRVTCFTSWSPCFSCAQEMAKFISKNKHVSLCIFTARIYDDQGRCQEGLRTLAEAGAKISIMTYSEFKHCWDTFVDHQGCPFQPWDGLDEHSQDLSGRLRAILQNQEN
MPTP block = inhibitors of mitochondrial permeability transition pore; 360,000 tested, 1.4% active; isolated mouse mitochondria, Ca2+ swelling absorbance, 30 min; inhibition, % at 10 µM;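 active = inhibition of 50% or more, scaled per plate between neutral and stimulator controls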;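 also: 0% = DMSO wells given calcium and 100% = 1 mM EGTA wells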
hIAP inh = blocks human intestinal alkaline phosphatase. inhibition, % at 10 µM. AID 2544. P09923. 330,000 tested, 0.12% active. purified IAP, CDP-Star luminescence, 30 min;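 active = inhibition reaching a set limit with compound at 10 µM in the primary screen, cut at about 35% in these data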;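 also: plate controls were DMSO wells with enzyme for no effect and no-enzyme buffer wells for full effect; values of inactives mirror those of a sister screen read the other way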
The depositor's hits bear a star; . = not tested or not shown.

SMILES	A3A deaminase	GRIN3A LBD mod	hIAP activ	mIAP act	beta cell repl	mIAP inh	A3G deaminase	MPTP block	hIAP inh
Cc1cc(C)n(CC(=O)N/N=C/c2ccc(C)o2)n1	-2	1	0.88	1	-1	-2	-1	-0.2	12
CCN(C(=O)COC(=O)Cc1cccc2ccccc12)C1CCS(=O)(=O)C1 (stereo not given)	3	0	1	0.87	-3	13	-1	0.9	-2
CCOC(=O)c1ccc(N=CC2=C(O)CC(C)(C)CC2=O)cc1	0	-3	0.94	1	-1	0	10	0.2	6
CC(C)CC(NS(=O)(=O)c1ccc2c(c1)oc(=O)n2C)C(=O)N1CC=C(c2ccccc2)CC1 (stereo not given)	-2	-3	0.82	1	-3	-1	-7	-2.6	18
CSCCC(NC(=O)c1ccccc1Cl)C(=O)NNC(=O)c1ccncc1 (stereo not given)	-3	1	1.1	0.88	5	12	-9	-0.8	-8
COc1ccc(Br)cc1CN(C)CC(=O)Nc1c(Cl)ccc(C)c1Cl	3	-1	0.99	1	0	-4	-2	1.6	1
O=C(COC(=O)/C=C/c1cccc(Cl)c1)NCc1cccs1	0	-1	1.1	0.99	-4	1	-3	1.5	-5
Cc1ccc(CCNC(=O)CC2Oc3ccc(C)cc3NC2=O)cc1 (stereo not given)	-2	-2	0.98	0.85	1	15	0	-0.8	2
COC(=O)C1(C(=O)OC)Sc2ccccc2C1=O	-5	0	1	0.99	-1	1	-6	-0.4	-1
COc1ccccc1N1CCN(C(=O)C2CCN(S(=O)(=O)c3ccccc3F)CC2)CC1	-2	0	0.97	1	0	-2	-2	-1.7	3
COc1ccc(-n2c(=S)[nH]c3cc(C(=O)NCCCN4CCCC4=O)ccc3c2=O)cc1	-2	1	1	0.98	3	2	-5	-1.1	-4
COc1ccc(C(=O)N2CCN(c3ccc(C)cc3)CC2)cc1OC	0	-2	1.1	0.93	1	7	-1	-1.6	-6
CC(=O)c1ccc(NC(=O)CN2CCN(S(=O)(=O)c3ccc4ccccc4c3)CC2)cc1	-3	-6	1	0.91	-3	9	-6	-0.8	-4
O=C(NCc1ccccn1)c1cc(-c2ccccc2)nc2ccccc12	-5	-2	0.94	0.94	1	6	-9	5.8	6
O=C(Cn1nc(C(F)(F)F)c2c1CCCC2)NCc1ccco1	0	1	0.9	0.97	0	3	-5	1.9	10
O=C(Nc1ccc(-c2nc3ccccc3s2)cc1)c1cc(-n2cnnc2)ccc1Cl	0	-4	0.97	0.97	1	3	3	2.5	3
Cc1nn(-c2ccccc2)c2c1/C(=N/O)CC(C)(C)C2	-3	0	0.92	0.97	0	3	-7	-1.2	8
CCN(CC(=O)Nc1ccc(C(=O)OC)cc1)Cc1ccccc1	2	-1	0.87	1.2	0	-22	1	-0.7	13
COc1cc(C#Cc2c(-c3cncn3C)n(C)c3ccc(-c4ccc5cc[nH]c5c4)cc23)cc(OC)c1	-5	-1	1	1	-6	-5	-7	0.5	0
C=CCOC(=O)C(C#N)c1nc2ccccc2nc1N1CCC(C(=O)OCC)CC1 (stereo not given)	-3	1	0.9	0.82	-2	18	-2	-0.1	10
O=C(c1cn(-c2ccccc2)nc1-c1ccccc1)N1CCN(c2ccccn2)CC1	-3	1	1.1	0.98	-4	2	-11	-2.6	-12
CCCCNC(=S)Nc1ccc2[nH]c(=O)[nH]c2c1	-4	-1	1	1	1	-3	-7	-2.7	-3
COc1ccc(NC(=O)N2CCn3c2nc2ccccc23)cc1	2	0	0.98	1	-1	-4	-1	0.2	2
O=C(O)c1ccccc1SCc1cn2ccccc2n1	0	-1	1	0.99	1	1	-7	-3.2	-5
Cn1c(=O)[nH]c(=O)c2c1nc(N1CCCC1)n2CC(O)COc1ccccc1 (stereo not given)	-2	1	0.93	0.94	-2	6	-5	-1.0	7

Next section
SMILES	A3A deaminase	GRIN3A LBD mod	hIAP activ	mIAP act	beta cell repl	mIAP inh	A3G deaminase	MPTP block	hIAP inh
O=C(Cn1cnc2cc([N+](=O)[O-])ccc2c1=O)NCCc1ccc(F)cc1	1	-3	1	0.93	-1	7	-3	-0.3	0
COC(=O)c1ccc(NC(=O)CN(c2ccc(C)cc2)S(=O)(=O)c2c(C)n[nH]c2C)cc1	2	-6	1.3	1	0	0	3	-2.6	-30
CCCCCCn1nc(C(=O)N(CC(C)C)c2c(N)n(CCCC)c(=O)[nH]c2=O)c2ccccc2c1=O	-2	0	1.2	0.97	-5	2	-9	2.1	-16
O=C1NC[C@H](c2ccccc2)N(CCc2cccc3ccccc23)C1=O	-1	0	0.74	0.94	5	6	-6	-1.7	26
CC1CN(C(=O)c2cc([N+](=O)[O-])cc([N+](=O)[O-])c2)CC(C)O1 (stereo not given)	3	1	1	1	-4	0	-1	-1.5	-2
Cc1nc2ccc(S(=O)(=O)NCC(=O)N(C)Cc3ccccc3)cc2s1	-4	-1	0.96	1	1	-4	-18	1.1	4
COc1ccccc1NC1=C(N2CCCCC2)C(=O)c2ccccc2C1=O	-6	-2	0.96	1.1	0	-7	-10	1.1	4
CC(C)C[C@@H](CO)N1CCN(Cc2ccccc2)CCC1=O	-1	0	1.1	1	2	-1	-3	0.4	-6
COc1cc2nc(N(C)CCCNC(=O)C3CCCO3)nc(N)c2cc1OC (stereo not given)	6	.	0.97	1.1	-2	-6	-4	.	3
CCCc1cc(=O)[nH]c2nnc(SCC(=O)Nc3ccc(NC(C)=O)cc3)n12	7	4	1.1	0.98	1	2	-2	-2.7	-8
CCOC(=O)c1cc(S(=O)(=O)N(C)Cc2ccccc2)cn1C	-6	-2	1.3	0.99	-3	1	-8	-1.2	-32
O=C(COC(=O)c1ccc(O)cc1)Nc1nccs1	0	-4	0.95	0.91	-3	9	-4	-0.7	5
COc1cc(C)ccc1OCc1cc(C(=O)N2CCCCCCC2)no1	-1	0	1.2	1.1	0	-6	-7	0.2	-18
Cc1c(NC(=O)C(C)OC(=O)COc2ccc(C#N)cc2)c(=O)n(-c2ccccc2)n1C (stereo not given)	-4	0	0.89	0.97	2	3	-6	-2.0	11
Cc1nc2c3ccccc3nc(NNC(=O)CCC(=O)NC(C)C)n2n1	-2	-2	0.99	1	0	0	-8	5.9	1
CCOc1ccccc1NC(=S)N1CCCc2ccccc21	-6	0	1	1	-4	-4	-5	-1.0	0
CCN(CC)CCn1c2ccc(F)cc2c2nc(C)sc21	-1	1	1.1	0.93	-1	8	-6	1.3	-10
COc1cc(C(=O)Nc2nc3ccc4nc(C)sc4c3s2)cc(OC)c1OC	-3	-8	0.87	0.94	-4	6	2	0.2	13
C#CCOCCOCCOCCNc1nc(N2CCN(C(=O)CCCCCCCCCCNC(=O)Cn3cc(CCCCCN)nn3)CC2)nc(N2CCN(C(=O)CCCCCCCCCCNC(=O)[C@@H](CCC(=O)O)n3cc(CCCCCN)nn3)CC2)n1	-4	-3	0.97	1.4	-2	-42	-3	-4.8	3
Cc1sc(NC(=O)C2CCCCC2)c(C#N)c1-c1ccccc1	-8	3	1.4	1	-2	-3	-7	0.6	-38
COC(=O)C(=O)C/C(=N/Nc1ncnc2ccccc12)c1ccc(Cl)cc1	-3	-6	1	0.75	2	25	-8	1.9	-2
C=CCCCCCCCCc1nc(SCC(C)=O)n[nH]1	5	-4	0.91	1.1	-4	-5	7	13	9
CC(C)CN(C(=O)COC(=O)CCCc1nc2ccccc2s1)c1c(N)n(Cc2ccccc2)c(=O)[nH]c1=O	-1	1	0.94	1	2	-3	-12	1.1	6
CCN1C(=O)CC(N2CCC(Nc3ccc(OC)cc3)CC2)C1=O (stereo not given)	-3	-8	0.91	1.1	0	-6	-5	0.7	9
Cc1ccc(C(=O)CNc2cccc([N+](=O)[O-])c2)cc1	-3	-1	1.1	0.98	-2	2	-4	-0.3	-11

Additional structures:
SMILES	A3A deaminase	GRIN3A LBD mod	hIAP activ	mIAP act	beta cell repl	mIAP inh	A3G deaminase	MPTP block	hIAP inh
O=C(Nc1ccccc1)C1CCN(S(=O)(=O)c2ccc3c(c2)OCCO3)CC1	-2	0	1.1	1.2	0	-21	-4	-1.3	-8
Cc1ccc(CNC(=O)Cn2cccc2)cc1	-4	0	0.84	0.99	-2	1	-7	0.7	16
NC(=O)c1ccc(NC(=O)COc2ccc([N+](=O)[O-])cc2Cl)cc1	0	-9	0.81	0.88	-4	12	-8	0.5	19
COc1ccccc1C(=O)Nc1nnc(-c2ccc(Cl)cc2)o1	-4	-1	1.1	0.95	1	5	-7	-2.0	-6
O=[N+]([O-])c1ccccc1S(=O)(=O)N1CCN(Cc2cc3c(cc2O)OCO3)CC1	1	1	1.1	1	-3	-2	5	1.3	-10
O=C(COC(=O)c1ccccc1F)Nc1cc(S(=O)(=O)N2CCOCC2)ccc1N1CCCC1	-6	-1	1	1	-3	-3	-13	-0.4	-3
COCCNC(=O)CSc1nc2ccccc2c(=O)n1CC1CCCO1 (stereo not given)	-5	-1	1.1	0.92	-2	8	-6	0.7	-10
Cc1cccc(NC(=O)C2CC(=O)NC(Nc3nc4ccccc4s3)=N2)c1 (stereo not given)	2	.	1.4	1.2	1	-24	-7	.	-37
O=C(N/N=C/c1ccc([N+](=O)[O-])o1)c1cccc(S(=O)(=O)N2CCOCC2)c1	3	-2	0.97	0.71	0	29	-13	-0.9	3
Cc1ccccc1CSc1nnc(-c2ccccn2)n1C	-2	3	0.88	0.9	1	10	-4	0.4	12

Single entries from the results shown.
COC(=O)C1(C(=O)OC)Sc2ccccc2C1=O | A3A deaminase: -5
CCOC(=O)c1ccc(N=CC2=C(O)CC(C)(C)CC2=O)cc1 | A3A deaminase: 0

Shown with two lines to a compound: entries from further up
Value order: A3A deaminase | GRIN3A LBD mod | hIAP activ | mIAP act | beta cell repl | mIAP inh | A3G deaminase | MPTP block | hIAP inh
- CCN1C(=O)CC(N2CCC(Nc3ccc(OC)cc3)CC2)C1=O (stereo not given)
→ -3 | -8 | 0.91 | 1.1 | 0 | -6 | -5 | 0.7 | 9
- Cc1ccc(C(=O)CNc2cccc([N+](=O)[O-])c2)cc1
→ -3 | -1 | 1.1 | 0.98 | -2 | 2 | -4 | -0.3 | -11
- O=C(Nc1ccccc1)C1CCN(S(=O)(=O)c2ccc3c(c2)OCCO3)CC1
→ -2 | 0 | 1.1 | 1.2 | 0 | -21 | -4 | -1.3 | -8
- Cc1ccc(CNC(=O)Cn2cccc2)cc1
→ -4 | 0 | 0.84 | 0.99 | -2 | 1 | -7 | 0.7 | 16
- NC(=O)c1ccc(NC(=O)COc2ccc([N+](=O)[O-])cc2Cl)cc1
→ 0 | -9 | 0.81 | 0.88 | -4 | 12 | -8 | 0.5 | 19
- COc1ccccc1C(=O)Nc1nnc(-c2ccc(Cl)cc2)o1
→ -4 | -1 | 1.1 | 0.95 | 1 | 5 | -7 | -2.0 | -6
- O=[N+]([O-])c1ccccc1S(=O)(=O)N1CCN(Cc2cc3c(cc2O)OCO3)CC1
→ 1 | 1 | 1.1 | 1 | -3 | -2 | 5 | 1.3 | -10
- O=C(COC(=O)c1ccccc1F)Nc1cc(S(=O)(=O)N2CCOCC2)ccc1N1CCCC1
→ -6 | -1 | 1 | 1 | -3 | -3 | -13 | -0.4 | -3
- COCCNC(=O)CSc1nc2ccccc2c(=O)n1CC1CCCO1 (stereo not given)
→ -5 | -1 | 1.1 | 0.92 | -2 | 8 | -6 | 0.7 | -10
- Cc1cccc(NC(=O)C2CC(=O)NC(Nc3nc4ccccc4s3)=N2)c1 (stereo not given)
→ 2 | . | 1.4 | 1.2 | 1 | -24 | -7 | . | -37
- O=C(N/N=C/c1ccc([N+](=O)[O-])o1)c1cccc(S(=O)(=O)N2CCOCC2)c1
→ 3 | -2 | 0.97 | 0.71 | 0 | 29 | -13 | -0.9 | 3
- Cc1ccccc1CSc1nnc(-c2ccccn2)n1C
→ -2 | 3 | 0.88 | 0.9 | 1 | 10 | -4 | 0.4 | 12
